LEDGF integ inh: blocks HIV-1 LEDGF/p75-dependent DNA integration; TR-FRET IN-LEDGF/p75 DNA integration, Eu/Cy5; 0.64% of 370,000 active; inhibition, % at 3.7 µM; AID 743269;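 active = inhibition above the screen-wide mean plus 3 SD, cut at about 13% in these data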;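 note: signal is the Cy5 over europium emission ratio at 671 and 618 nm; 0% = plate median of compound wells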
PRMT1 FP inh: inhibitors of human PRMT1; AID 652257; Q99873; 1.3% of 370,000 active; recombinant PRMT1, activity-based probe fluorescence polarization; inhibition, % at 2.79 µM;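 active = inhibition above about 21% made by adding two undisclosed values, limit read from the data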
Tn7 DDE FP: disrupts Tn7 cyclic peptide binding to fibrin D-Dimer-E complex; FP displacement of FITC-Tn7 peptide from fibrin DD(E); 0% = median of compound wells per plate; 0.13% of 370,000 active; AID 720508; inhibition, % at 8.3 µM;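 active = inhibition above the mean of compounds falling within the control limits plus 3 SD of them, cut at about 14% in these data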;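 note: 0% = plate median of compound wells and 100% = 10 µM Aha-Tn7 peptide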
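system = human fibrin DD(E) protein | quantity = DD(E) 2 µM final | medium = Tris/NaCl/CaCl2 buffer, pH 7.8 | also added = labelled Tn7 tracer, 0.1 µM | compound dosing = single point at 8.3 µM | timing = compound with protein 10 min, then 3 h after probe, room temperature | signal = FP measurement | benchmarks = Aha-Tn7 high control | repeats = one replicate per compound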
TDP2 inh: TDP2 (human) inhibition, absorbance primary screen; 0.34% of 370,000 active; O95551; recombinant TDP2, T5PNP hydrolysis, p-nitrophenol absorbance 415 nm; inhibition, % at 12.8 µM; AID 720702;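 active = inhibition above the mean of all tested compounds plus 3 SD, set per campaign, cut at about 25% in these data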;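 note: 0% = DMSO with enzyme and 100% = buffer with substrate but no TDP2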
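System: recombinant human TDP2 / Amount: 120 nM TDP2 per well / Also added: 5 mM T5PNP chromogenic substrate / Doses: 12.8 µM single point, 1% DMSO / Incubation: 2 h at 37 °C / Detection: p-Nitrophenol epi absorbance / Evaluation: % inhibition relative to enzyme-containing and enzyme-free wells / Repeats: singlicate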
HTRA1 inh: blocks human HTRA1 serine peptidase; Q92743; recombinant HTRA1, FP-rhodamine activity-based probe, fluorescence polarization; inhibition, % at 5.96 µM; 0.5% of 340,000 active; AID 504803; in the data active = inhibition above about 36%;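 note: 0% = enzyme with DMSO and 100% = wells lacking enzyme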
SIAE primary: inhibitors of human sialic acid acetylesterase SIAE; Q9HAT2; SIAE FP-Rh probe binding, fluorescence polarization; inhibition, % at 9.66 µM; 0.69% of 370,000 active;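 active = inhibition above a cutoff: mean of compounds within the control limits plus 3 SD of those, cut at about 17% in these data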;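 note: 0% = plate median of compound wells and 100% = probe without SIAE protein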
Target sequence (Q9HAT2 whole entry, looked up): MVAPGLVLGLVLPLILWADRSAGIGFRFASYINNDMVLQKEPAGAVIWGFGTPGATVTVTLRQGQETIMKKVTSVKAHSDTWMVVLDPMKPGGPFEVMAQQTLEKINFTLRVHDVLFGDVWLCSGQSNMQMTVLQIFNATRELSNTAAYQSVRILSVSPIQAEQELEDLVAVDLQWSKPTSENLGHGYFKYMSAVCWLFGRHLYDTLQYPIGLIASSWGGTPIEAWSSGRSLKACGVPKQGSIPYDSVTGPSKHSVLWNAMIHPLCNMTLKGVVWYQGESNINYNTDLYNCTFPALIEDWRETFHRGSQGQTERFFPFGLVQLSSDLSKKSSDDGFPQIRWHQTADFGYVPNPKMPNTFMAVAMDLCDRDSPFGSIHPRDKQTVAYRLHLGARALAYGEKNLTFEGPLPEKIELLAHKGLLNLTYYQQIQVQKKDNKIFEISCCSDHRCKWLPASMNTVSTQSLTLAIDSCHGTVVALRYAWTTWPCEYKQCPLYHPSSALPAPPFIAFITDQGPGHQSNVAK
TCR CD3 inh: inhibitors of human TCR-CD3 interaction; 0.37% of 360,000 active; inhibition, % at 9.4 µM; TAMRA-labeled TCR probe fluorescence, biochemical; in the data active = inhibition above about 19%;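 note: recombinant mutant TCR 2C K166C tagged with TAMRA read by polarization; 0% = receptor in buffer alone and 100% = receptor with positive control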
PG9 Ab binder: PG9 antibody binding by small molecule; inhibition, % at 6.7 µM; TR-FRET gp120-PG9 antibody binding; 0.43% of 360,000 active; in the data active = inhibition above about 8.5%
UHRF1 MBD2 ctr: blocks human UHRF1 binding to methylated DNA; Q96T88; UHRF1 binding to methylated oligo, TR-FRET; inhibition, % at 4.4 µM; 0.75% of 370,000 active; in the data active = inhibition above about 21%;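 note: UHRF1 SRA domain binding a hemimethylated CpG hairpin DNA probe; 0% = median of test compound wells and 100% = reference inhibitor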
mABHD4 FP: ABHD4 (mouse) inhibition, primary FP screen | Q8VD66 | purified mABHD4, FP-Rh probe fluorescence polarization | inhibition, % at 8.92 µM | 0.54% of 370,000 active | AID 720543;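 active = inhibition exceeding the mean over every tested compound plus 3 SD, cut at about 30% in these data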;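 note: 0% = plate median of compound wells and 100% = S159A mutant with DMSO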
Target sequence (Q8VD66 whole entry, looked up): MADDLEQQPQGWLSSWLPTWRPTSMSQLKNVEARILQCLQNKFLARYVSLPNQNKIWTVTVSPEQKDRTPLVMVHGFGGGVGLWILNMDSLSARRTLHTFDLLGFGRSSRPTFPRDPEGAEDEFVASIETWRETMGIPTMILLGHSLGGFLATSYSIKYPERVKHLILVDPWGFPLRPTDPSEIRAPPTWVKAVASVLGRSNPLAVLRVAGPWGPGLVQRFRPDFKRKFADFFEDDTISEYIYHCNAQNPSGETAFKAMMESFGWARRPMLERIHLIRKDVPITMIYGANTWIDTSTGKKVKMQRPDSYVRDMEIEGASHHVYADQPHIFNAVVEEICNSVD
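Assay system: mouse ABHD4 enzyme, wild type / Also added: fluorescent activity-based probe FP-Rh / Doses: single nominal dose of 8.92 µM, 0.89% DMSO final / Timing: 45 min compound pre-incubation plus 60 min probe step, 25 °C / Signal: FP readout, ex 525 nm / em 598 nm / Control set: S159A mutant/DMSO as 100%, compound-well median as 0%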
The depositor's hits bear a star; / = not tested or not shown.

cpd | canonical_smiles | mABHD4 FP | PG9 Ab binder | TCR CD3 inh | Tn7 DDE FP | UHRF1 MBD2 ctr | PRMT1 FP inh | HTRA1 inh | LEDGF integ inh | TDP2 inh | SIAE primary
1 | O=C(Cn1cnc2c(OCc3ccccc3)ncnc21)NCCCN1CCCC1=O | 4.0 | -0.7 | 1.9 | -1.7 | 0.2 | -4.1 | 12.0 | 0.9 | -7.0 | -4.5
2 | COc1ccc(NC(=O)CC2C(=O)N(Cc3cccs3)C(=S)N2C(C)C)cc1 (centres undefined) | -2.7 | -1.1 | 2.3 | 6.2 | 4.1 | -4.8 | -5.2 | -1.5 | 2.5 | -1.5
3 | CC(C)Cn1c(S(=O)(=O)O)nc2ccccc21 | -2.0 | -1.0 | 7.2 | 1.2 | -1.0 | -0.8 | 1.8 | -4.1 | -9.6 | 1.5
4 | O=C(c1ccc([N+](=O)[O-])cc1)N1CCSC1c1ccc(Br)cc1 (centres undefined) | 1.4 | -3.3 | 6.1 | 1.0 | 6.8 | -5.2 | -6.1 | 0.2 | 5.7 | 5.8
5 | Nc1cccc2c3c(oc12)CCCC3 | 5.9 | 0.6 | 5.5 | 1.3 | 4.4 | -0.3 | 23.4 | 3.1 | 9.1 | 18.2*
6 | Cc1ccc(SCC(=O)OCC(=O)N(C)CC(=O)Nc2ccccc2Cl)cc1C | 18.9 | -0.2 | 1.0 | -6.4 | -2.4 | -3.0 | -4.9 | 2.5 | 14.1 | -0.3
7 | CC1CCc2nn(CC(=O)NCc3ccco3)cc2C1 (centres undefined) | 3.6 | -1.8 | -4.8 | 9.2 | 0.4 | 2.9 | 0.8 | -0.3 | 4.2 | -0.7
8 | COc1ccccc1NC(=S)N(CCc1ccc(OC)c(OC)c1)Cc1ccccn1 | 1.8 | -1.5 | -4.8 | 4.8 | 3.1 | 1.9 | -6.0 | -6.1 | -12.4 | 1.6
9 | NC(=O)Nn1c(CCC(=O)O)ccc1-c1ccc(Cl)cc1 | 2.6 | 1.8 | 5.1 | 1.1 | -1.4 | -4.6 | -3.2 | 3.5 | 0.0 | 2.8
10 | COc1ccc(OC)c(NC(=O)c2oc3c(c2C)C(O)CC(C)(C)C3)c1 (centres undefined) | -1.2 | 1.8 | -4.6 | 11.3 | 2.8 | 1.4 | -9.6 | -7.4 | -3.5 | -1.7
11 | Cn1cccc1-c1nc2ccc(NC(=O)c3cccs3)cc2[nH]1 | 9.0 | -1.9 | 7.3 | -2.9 | -1.6 | 2.5 | 1.1 | -3.9 | 8.2 | 4.4
12 | Cc1cc(C)nc(NC(=O)CSc2nnnn2-c2ccccc2)n1 | 0.0 | -0.1 | 0.8 | 2.2 | -1.0 | -4.2 | -3.6 | -1.7 | -7.4 | 11.1
13 | Cc1nc2oc3c(=O)[nH]cnc3c2c2c1COC(C)(C)C2 | 3.3 | -1.4 | 6.2 | 0.7 | 1.0 | 1.1 | -1.0 | 4.2 | 5.4 | -2.0
14 | O=C1c2ccccc2C(=O)N1c1ccc(Br)c2cccnc12 | -2.8 | 1.4 | 2.3 | 7.0 | -4.7 | -0.1 | 5.8 | 1.8 | 0.6 | 4.9
15 | COC(=O)c1ccc(NC(=S)NC2c3ccccc3CC2O)cc1 (centres undefined) | -15.2 | 0.9 | 4.7 | -1.9 | -0.6 | -2.4 | / | 5.0 | -10.5 | 0.2
16 | CC1(C)CSC(=NCc2ccccc2)N1C(=O)c1cccc([N+](=O)[O-])c1 | 1.9 | -0.9 | 4.4 | -2.7 | -0.3 | 2.5 | -2.0 | 2.2 | 12.2 | -1.7
17 | COc1cc(C2SCCS2)cc(Br)c1Oc1ncccc1[N+](=O)[O-] | -6.0 | -1.2 | 10.4 | 0.3 | 0.6 | 1.2 | / | -2.8 | 1.8 | 11.3
18 | CCc1c(C)sc(NC(=S)N2CCN(CC)CC2)c1C(=O)OC | -0.1 | 0.7 | 3.8 | -0.2 | -0.6 | -4.7 | -0.5 | 6.5 | -0.1 | 2.6
19 | S=c1[nH]nc(-c2cc(-c3ccccc3)n[nH]2)n1N=Cc1cccc(Oc2ccccc2)c1 | -5.4 | / | / | -1.5 | 1.4 | 9.2 | / | 2.4 | -3.9 | -6.8
20 | CC1(C)Cc2c(cnn2-c2ccc(F)cc2)C(NC(=O)CN2CCCC2=O)C1 (centres undefined) | 0.8 | 2.4 | 2.9 | 1.5 | 5.0 | -0.1 | -4.2 | 0.5 | -21.6 | -2.9
21 | C(=C\c1ccccc1)/CSc1nnc(-c2cccnc2)o1 | -18.1 | 0.4 | -1.8 | -1.3 | 1.7 | 2.9 | -0.2 | -0.9 | -1.1 | 20.9*
22 | O=C(O)CCCC(=O)Nc1ccccc1-n1ccnc1 | -4.9 | 0.2 | 3.2 | 2.1 | -1.1 | 0.7 | 0.7 | -5.5 | 8.6 | 1.6
23 | O=[N+]([O-])c1ccc(/C=[N+](\[O-])CCO)o1 | 8.6 | -2.3 | 5.1 | -2.5 | -1.7 | 4.3 | 7.5 | 12.5 | 13.9 | 1.7
24 | Cc1cccc(N2C(=S)NC3c4cc(Cl)ccc4OC2(C)C3C(=O)N(C)C)c1 (centres undefined) | 2.7 | 0.1 | 7.4 | -3.5 | 2.4 | 3.6 | -3.3 | 1.4 | -9.9 | 4.0
25 | Cc1ccc2nc3n(c(=O)c2c1)-c1ccc(Cl)cc1C(=O)NC3Cc1ccccc1 (centres undefined) | -42.5 | 1.7 | 2.9 | -9.1 | 0.1 | -0.2 | / | -1.7 | -6.8 | -21.6
26 | COc1ccc(C(CC(=O)N2CCCC(C)C2)c2c(OC)cc(OC)c3ccc(=O)oc23)cc1 (centres undefined) | 0.7 | -0.9 | 2.1 | 1.4 | 1.9 | 0.2 | -15.7 | 2.1 | -0.2 | -5.8
27 | Cc1ccc(-c2nc(C)sc2CC(=O)OCC(=O)Nc2cccc([N+](=O)[O-])c2)cc1 | -0.1 | -1.7 | 2.1 | -0.8 | -1.8 | -1.1 | -29.4 | 2.0 | 8.7 | -2.6
28 | CC(C)CN1CCN(CC#Cc2ccccc2)CC1CCO (centres undefined) | 2.8 | -2.0 | -6.7 | -5.8 | 3.8 | 2.0 | -1.4 | -5.3 | -3.0 | -0.3
29 | COc1ccc(C(=O)C[n+]2ccc(-c3nnc4n3CCC4)cc2)cc1 | 10.7 | -1.4 | -6.2 | -1.5 | 7.7 | 3.8 | 2.0 | 4.5 | 0.5 | 1.4
30 | COc1ccc(Nc2nc(S(=O)(=O)c3ccc(C)cc3)c(Cl)s2)cc1 | 5.6 | -0.6 | 4.4 | 6.3 | -2.1 | 3.1 | -24.5 | -3.9 | -1.9 | 0.8
31 | COc1ccc(C(=O)c2c[nH]c(C(=O)NCc3ccco3)c2)cc1 | -3.5 | -1.8 | 2.0 | -0.6 | 0.5 | -1.9 | -5.4 | -0.2 | 9.2 | 2.8
32 | COc1ccccc1NS(=O)(=O)c1cc(C(=O)N2CCN(C/C=C/c3ccccc3)CC2)ccc1C | -5.8 | -2.6 | 5.2 | -5.3 | 0.1 | -5.1 | -14.9 | -1.5 | 7.0 | -6.9
33 | CC1Nc2ncnc(N3CCc4ccccc4C3)c2N(Cc2ccc(Br)cc2)C1=O (centres undefined) | -11.1 | -1.1 | 8.4 | 5.6 | -4.5 | 5.3 | -31.9 | -0.6 | -1.0 | -7.1
34 | Nc1nc(-c2ccco2)nn1S(=O)(=O)c1ccc(Cl)cc1 | 3.8 | -0.3 | 0.7 | -8.1 | 3.6 | -0.7 | 0.2 | 2.3 | -9.5 | -8.5
35 | CC(=O)c1c(OC(=O)c2ccccc2)c2ccccc2n1C | -14.6 | 6.0 | -1.1 | -0.8 | 5.6 | 0.9 | 9.8 | -2.5 | 1.5 | 0.8
36 | CCC1CCCCN1CCCNC(=O)Cn1nc(-c2ccc(C)cc2)ccc1=O (centres undefined) | 1.7 | -2.3 | 4.6 | 4.7 | -1.0 | -1.6 | -4.8 | -2.1 | 6.1 | 1.7
37 | O=C(Nc1ccc(OC(F)(F)F)cc1)c1[nH]ncc1[N+](=O)[O-] | -4.5 | -1.4 | 6.3 | -6.0 | -0.6 | -2.2 | -8.6 | 3.2 | -13.0 | -6.9
38 | CCOC(=O)C1=C(CS(=O)(=O)c2ccccc2)NC(=O)NC1c1ccc(O)c(OC)c1 (centres undefined) | -0.3 | -1.5 | 5.5 | -0.1 | 4.6 | -4.9 | 7.4 | 1.0 | 8.2 | 2.7
39 | CCC1=NN2C(=N)/C(=C\c3cccn3-c3ccc(Cl)cc3)C(=O)N=C2S1 | -1.4 | 0.3 | -2.9 | -0.5 | 8.1 | 1.9 | -3.6 | -1.8 | 2.6 | -2.1
40 | COC(=O)/C(C#N)=C/c1c(Oc2cccc(C)c2C)nc2ccccn2c1=O | 5.0 | 0.1 | -1.6 | -3.2 | 1.7 | 0.1 | 4.4 | -3.9 | -1.7 | -1.2
41 | O=C(NCc1cccnc1)c1cccc(S(=O)(=O)Nc2cccc(Cl)c2)c1 | -8.8 | -0.5 | -7.7 | -4.2 | 1.2 | -0.1 | -6.4 | 1.9 | 1.3 | 0.6
42 | Brc1ccc(Oc2nsnc2N2CCOCC2)cc1 | -0.7 | -1.6 | -1.1 | -1.9 | 8.6 | -0.2 | -6.8 | 2.1 | -0.2 | 1.2
43 | COC(=O)c1cn(NC(=O)c2cc(OC)c(OC)c(OC)c2)c(=O)c2ccccc12 | -3.8 | -1.5 | 3.2 | -6.2 | -2.9 | -4.7 | -0.4 | 2.3 | 6.0 | 3.2
44 | CCC/C(O)=C1\C(=O)CCCC1=NCCCCCC(=O)O | -1.3 | 2.2 | 6.6 | -8.7 | 0.1 | -1.4 | -1.8 | 2.1 | 7.8 | 6.5
45 | COc1ccc(NC(=O)Nc2ccc(N3CCCC3=O)cc2)cc1OC | -9.2 | -1.0 | -1.7 | 2.8 | -2.0 | -0.9 | -1.9 | -0.2 | 10.6 | 8.1
46 | CC(C)(C)c1[nH]c2ccccc2c1/C=N/O | 1.4 | -1.2 | -0.4 | -0.8 | 0.7 | 0.0 | 7.2 | -1.7 | -1.2 | 4.4
47 | CCOC(=O)C1=CCN(S(C)(=O)=O)C1c1ccc(C)cc1 (centres undefined) | -1.1 | -1.4 | 2.0 | 8.8 | -1.3 | -2.6 | / | -0.6 | 7.7 | 1.1
48 | COc1ccc(CNC(=O)c2cc(=O)c3c(C)cc(C)cc3o2)cc1 | 5.2 | -0.2 | 4.6 | 10.8 | 1.6 | 1.8 | -12.9 | -2.6 | 1.3 | -8.2

Source: PubChem BioAssay (The Scripps Research Institute Molecular Screening Center)
